Compound activity (PubChem BioAssay)
MPTP block: mitochondrial permeability transition pore inhibitors, primary screen, biochemical, isolated mouse mitochondria, absorbance. inhibition, % at 10 µM. AID 602449, 2012. Ca2+ swelling absorbance, 30 min. actives 1.4% (n = 360,000);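 active means inhibition of 50% or more, scaled per plate between neutral and stimulator controls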;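 further: 0% = DMSO wells given calcium and 100% = 1 mM EGTA wells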
APJ agonist: agonists of human apelin receptor APJ, primary screen, CHO-K1 cells, PathHunter beta-arrestin, luminescence | activation, % at 20 µM | 0% DMSO wells, 100% apelin | actives 0.11% (n = 330,000) | AID 2520, 2010 | P35414;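 active means activation more than six SD over the plate average, tested at 20 µM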;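 further: 0% = DMSO alone and 100% = apelin-13 at 10 nM; some results filed as inactive read as strong as hits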
Target sequence (P35414 whole entry, looked up): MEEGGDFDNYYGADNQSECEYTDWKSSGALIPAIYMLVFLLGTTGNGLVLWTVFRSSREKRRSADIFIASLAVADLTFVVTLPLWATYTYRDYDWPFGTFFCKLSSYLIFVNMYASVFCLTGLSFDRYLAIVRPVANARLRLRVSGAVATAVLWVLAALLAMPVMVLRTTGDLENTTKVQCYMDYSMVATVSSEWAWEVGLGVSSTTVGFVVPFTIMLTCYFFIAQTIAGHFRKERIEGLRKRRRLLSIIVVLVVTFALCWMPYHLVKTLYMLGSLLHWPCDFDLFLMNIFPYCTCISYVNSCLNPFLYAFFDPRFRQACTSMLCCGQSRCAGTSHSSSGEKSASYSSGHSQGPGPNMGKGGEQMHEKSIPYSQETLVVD
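Assay system: CHO-K1 APJ beta-arrestin complementation cell line / Compound: single test compound dose, 20 µM final, 1% DMSO / Times: overnight seeding, 90 min compound at 25 °C, 1 h detection / Technique: beta-gal luminescence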
NLRP3 yeast inh: NALP3 inflammasome inhibitors in reconstituted yeast, primary screen, luminescence, uHTS; Yeast reconstituted NLRP3/ASC/caspase-1, beta-gal luminescence, 24 h; inhibition, % at 10 µM; actives 0.39% (n = 330,000);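 active means inhibition of 50% or more; inactive means inhibition below 50%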;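 further: plate controls were induced DMSO wells for no effect and uninduced yeast grown without galactose for full effect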
NR3A LBD binder: binders of NR3A ligand-binding domain, primary screen, biophysical, differential scanning fluorimetry, uHTS; Glutamate receptor ionotropic, NMDA 3A (GRIN3A) ligand-binding domain; NR3A LBD differential scanning fluorimetry, Tm shift; 0% = protein alone, 100% = glycine-bound protein; Tm shift relative to glycine control, % at 25 µM; actives 2.5% (n = 340,000);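 active means melting temperature shift of at least 10% of the positive control shift, at one fixed dose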
tim10-1 inh: growth inhibitors of tim10-1 mutant yeast, primary screen, luminescence, uHTS | S. cerevisiae tim10-1 ts strain growth, BacTiter-Glo, 24 h | inhibition, % at 20 µM | actives 2.2% (n = 330,000);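 active means inhibition of at least 40%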;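 further: mutant grown at 25 °C; 0% = DMSO wells with yeast and 100% = wells holding no yeast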
TIM10 inh: growth inhibitors of isogenic TIM10 control yeast, primary screen, counter-screen for tim10-1 yeast inhibitor project, luminescence, uHTS. inhibition, % at 10 µM. S. cerevisiae TIM10 strain growth, BacTiter-Glo luminescence, 24 h. AID 463195, 2010. actives 1.4% (n = 330,000);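 active means inhibition of 40% or more at the single tested concentration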;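 further: wild-type TIM10 isogenic control strain grown at permissive 25 °C; 0% = DMSO yeast wells and 100% = minimal medium wells without yeast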
APJ antag: antagonists of human apelin receptor APJ, primary screen, CHO-K1 cells, beta-arrestin complementation, luminescence; P35414; inhibition, % at 20 µM; actives 0.32% (n = 330,000);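 active means inhibition above about 40% at 20 µM, limit read from the data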;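 further: cells challenged with 10 nM apelin-13 agonist together with compound; plate controls were apelin-13 plus DMSO wells for no effect and DMSO wells lacking apelin-13 for full effect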
beta cell repl: inducers of MIN6 beta-cell proliferation, primary screen, ATP luminescence, uHTS. MIN6 cells proliferation, ATPlite luminescence, 48 h; cells starved in 0.2% serum; 100% = growth in 10% serum. AID 2380, 2010. proliferation, % at 10 µM. actives 0.29% (n = 330,000);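 active means compounds whose signal lies at least 3.5 SD above the mean of all wells on their plate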;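 further: 0% = DMSO-treated cells in low-serum medium and 100% = 10% serum control; some compounds called inactive have numbers as strong as hits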
tim23-1 inh: growth inhibitors of tim23-1 mutant yeast, primary screen, luminescence, uHTS | S. cerevisiae tim23-1 growth, BacTiter-Glo luminescence, 24 h | inhibition, % at 20 µM | actives 1.3% (n = 330,000) | AID 463212, 2010;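 active means growth inhibition of the mutant yeast at or above 50%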;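 further: temperature-sensitive mutant grown at 25 °C; plate controls were DMSO-treated mutant yeast for no effect and medium wells lacking yeast for full effect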
Active calls of the source: *; . = no result given.

nr	SMILES	MPTP block	APJ agonist	NLRP3 yeast inh	NR3A LBD binder	tim10-1 inh	TIM10 inh	APJ antag	beta cell repl	tim23-1 inh
1	CCOC(=O)c1cc(S(=O)(=O)NC2CCCCC2)cn1C	-0.1	-2.3	8.3	-0.1	7.1	-2.8	-11.2	2.0	4.8
2	Cc1noc(NS(=O)(=O)c2ccc(NC(=O)c3ccccc3NS(=O)(=O)c3ccc(F)cc3)cc2)c1C	-2.1	-5.5	0.4	-2.6	4.9	-2.6	-6.8	-0.5	5.7
3	CC(C)CNC(=O)c1cccc(NC(=O)c2ccc(NC(=O)c3ccco3)cc2)c1	0.6	3.4	8.2	23.4*	3.5	-1.8	0.9	-2.3	-7.3
4	COc1cccc(-n2nnnc2SCC(=O)c2ccc(NC(C)=O)cc2)c1	0.3	1.6	15.3	0.4	-4.2	9.9	-4.7	-3.4	19.5
5	Cc1ccc(C)c(S(=O)(=O)N2CCCOC2CNC(=O)C(=O)NCCCN2CCOCC2)c1 (stereo unspecified)	-2.2	-2.9	10.8	0.2	14.1	2.5	-40.5	-1.4	11.4
6	Cc1cc(C(=O)COC(=O)c2nccnc2N)c(C)n1C	-1.5	-1.1	6.3	-4.2	4.2	3.2	6.6	1.4	-5.7
7	Cc1ccc(NC(=O)CN(C)C(=O)CCSc2ccc(F)cc2)cc1	-0.3	-1.0	-2.2	-0.3	5.9	-4.5	-63.2	0.6	10.2
8	CC(=O)Nc1ccc(Cl)c(C(N)=O)c1	-0.7	-4.7	10.5	2.8	9.1	7.7	13.7	4.8	-15.1
9	CCOc1cc(C(=O)OCC(=O)Nc2cccc(C)c2)ccc1OCC(=O)N1CCOCC1	0.9	-2.5	3.8	0.9	7.7	-10.4	6.0	-2.8	17.4
10	O=C1CCCCC1C(=O)c1cn(-c2ccc(Cl)c(Cl)c2)nn1 (stereo unspecified)	0.7	-0.3	23.1	1.9	13.4	-4.3	12.1	-2.4	3.2
11	O=C(NCC1CCCO1)c1cn(-c2ccccc2)nc1-c1ccc(F)cc1 (stereo unspecified)	-0.1	-0.6	12.5	4.9	19.1	13.1	18.1	1.7	36.5
12	C[C@H]1CC[C@H]2C(=O)N3[C@H](c4ccccc4Br)[C@@H](C)CC[C@H]3C(=O)N2[C@@H]1c1ccccc1Br	.	1.5	1.4	.	40.5*	44.4*	-11.8	-6.8	47.0
13	CC[C@]1(C(=O)OC)[C@H]2C(=O)N(Cc3ccccc3)C(=O)[C@H]2[C@H]2CN=C(SCC(=O)c3ccccc3)N21	-0.9	.	.	0.3	19.5	20.3	.	.	42.3
14	Cc1ccc(Cn2nnc3c(=O)[nH]c(C4CCCN(C(=O)c5ccco5)C4)nc32)cc1 (stereo unspecified)	0.2	-2.6	27.4	-0.6	21.2	4.5	16.2	0.0	15.1
15	O=C(CCC(=O)N1CCOc2ccccc21)NC1CCCCCC1	-1.3	8.4	20.5	-1.2	-13.1	-4.1	-2.5	-3.2	-1.2
16	CN(C)S(=O)(=O)c1ccc(NC(=O)c2cc(F)c(F)cc2Cl)cc1	2.2	0.2	22.4	0.3	7.8	9.3	21.7	-2.0	16.0
17	N#CC(c1nc2ccccc2nc1N1CCOCC1)S(=O)(=O)c1ccccc1 (stereo unspecified)	6.5	0.1	5.9	0.9	2.5	-7.3	-13.8	-1.6	3.5
18	CCN(CC)S(=O)(=O)c1ccc(-c2nnc(SC)o2)cc1	-0.2	-1.1	10.8	0.6	7.8	-5.6	6.4	-1.0	26.3
19	CNC(=O)c1ccc(NC(=O)c2cc(S(=O)(=O)N3CCOCC3)ccc2N2CCCC2)cc1	-0.7	-2.9	6.7	1.7	1.8	0.0	2.1	6.4	14.7
20	CC1CCCCN1C(=O)CSc1nnc2c(n1)[nH]c1ccccc12 (stereo unspecified)	0.8	0.4	15.6	1.1	-0.8	9.2	14.2	-1.9	7.1
21	C(=C\c1ccccc1)/CSc1nnc(-c2ccccc2)n1Cc1ccco1	0.2	-3.4	13.2	1.1	43.7*	4.0	-8.7	-5.3	37.9
22	CC(C)NC(=O)N(O)C1N(Cc2ccc3c(c2)OCO3)C(=S)SC1(C)C (stereo unspecified)	-1.7	-0.2	-3.7	-1.2	8.1	3.7	7.9	-4.2	11.6
23	Cc1ccccc1S(=O)(=O)Cc1ccc(C(=O)N2CC(C)CC(C)C2)o1 (stereo unspecified)	-0.8	-1.6	6.4	-1.2	22.8	19.2	-9.7	3.3	28.8
24	CS(=O)(=O)N1CCCC(C(=O)NCc2ccco2)C1 (stereo unspecified)	0.9	4.2	5.0	-11.9	-12.1	-10.8	2.0	-1.7	5.9

An excerpt of these results, as labelled records.
18	CCN(CC)S(=O)(=O)c1ccc(-c2nnc(SC)o2)cc1
- MPTP block = -0.2
- APJ agonist = -1.1
- NLRP3 yeast inh = 10.8
- NR3A LBD binder = 0.6
- tim10-1 inh = 7.8
- TIM10 inh = -5.6
- APJ antag = 6.4
- beta cell repl = -1.0
- tim23-1 inh = 26.3

19	CNC(=O)c1ccc(NC(=O)c2cc(S(=O)(=O)N3CCOCC3)ccc2N2CCCC2)cc1
- MPTP block = -0.7
- APJ agonist = -2.9
- NLRP3 yeast inh = 6.7
- NR3A LBD binder = 1.7
- tim10-1 inh = 1.8
- TIM10 inh = 0.0
- APJ antag = 2.1
- beta cell repl = 6.4
- tim23-1 inh = 14.7

20	CC1CCCCN1C(=O)CSc1nnc2c(n1)[nH]c1ccccc12 (stereo unspecified)
- MPTP block = 0.8
- APJ agonist = 0.4
- NLRP3 yeast inh = 15.6
- NR3A LBD binder = 1.1
- tim10-1 inh = -0.8
- TIM10 inh = 9.2
- APJ antag = 14.2
- beta cell repl = -1.9
- tim23-1 inh = 7.1

(list continues)
nr	SMILES	MPTP block	APJ agonist	NLRP3 yeast inh	NR3A LBD binder	tim10-1 inh	TIM10 inh	APJ antag	beta cell repl	tim23-1 inh
25	O=C1c2cccc3cccc(c23)C(=O)N1Cc1ccco1	0.3	-2.3	9.6	-1.0	-12.6	4.4	6.5	-2.1	-6.6
26	Cc1cccc(NC(=O)/C(C#N)=C/c2cn(CC(=O)NCc3ccco3)c3ccccc23)c1C	0.9	-3.6	11.0	-5.2	23.2	-8.0	-16.3	0.0	-15.0
27	O=C(CSc1nccc(=O)[nH]1)Nc1ccc2ccccc2c1	-1.1	0.8	6.4	-3.8	2.9	-9.0	5.3	0.4	9.6
28	Cc1cc(-c2ccccc2)c2c(=O)n(-c3ccccc3)[nH]c2n1	-0.1	-3.8	26.1	-3.0	-67.4	-39.6	13.1	-1.1	-3.2
29	CC(=O)Nc1ccc(S(=O)(=O)N(C)CC(=O)Nc2ccc(F)c(F)c2F)cc1	-0.6	-4.7	-8.6	1.2	12.3	-1.0	-9.9	0.8	9.1
30	O=C1NC(c2ccccc2)=CC(c2ccccc2O)N1 (stereo unspecified)	-2.2	-0.9	9.6	-1.6	7.9	9.8	12.9	-3.5	15.6
31	C/C(CC(=O)Nc1ccccc1Cl)=N\NC(=O)C(=O)NCCO	-1.2	-3.2	10.8	-2.4	8.2	13.3	-4.7	1.1	19.0
32	COc1ccc(C(CCNCc2ccc(N(C)C)cc2)c2ccccc2)cc1 (stereo unspecified)	6.9	-2.2	36.2	-1.8	-4.8	18.3	7.8	-3.7	-9.7
33	CCCc1cc(=O)oc2c(C)c(OCc3nn[nH]n3)ccc12	1.9	-6.2	11.4	-0.1	-8.0	-0.5	11.3	-2.1	-8.6
34	O=C(CC1SC2=NCCN2C1=O)Nc1ccccc1 (stereo unspecified)	-0.6	-1.7	-1.1	-1.1	9.4	-14.8	8.9	-2.6	9.9
35	CCN1CCN(S(=O)(=O)c2ccc3c(c2)NC(=O)CS3)CC1	-0.9	2.0	-2.0	-3.0	12.1	6.9	-6.9	-0.5	14.7
36	O=C(N/N=C1\CCCc2ccccc21)c1ccc([N+](=O)[O-])cc1	3.3	3.5	-6.0	-2.3	46.1*	21.9	-0.1	-3.9	24.6
37	CCc1ccc(C(=O)NC2CCCCC2)s1	-1.5	-1.9	42.8	0.6	-12.6	-3.8	16.0	-0.6	10.5
38	COc1ccc(NC(=O)CCNC(=O)C2CCN(S(=O)(=O)c3ccc(F)cc3)CC2)cc1OC	-3.1	-1.8	7.4	-0.7	-2.9	28.7	17.5	0.8	-3.6
39	O=C(NCCCO)c1cc2c([nH]c3ccccc32)c(-c2ccc(F)cc2)n1	0.1	-0.9	15.6	-13.6	26.8	30.9	15.4	-2.6	28.0
40	Cc1cccc(NNC(=O)c2c(F)cccc2Cl)c1	2.0	-0.5	11.8	1.2	-11.2	6.5	-6.6	-2.8	15.2
41	COc1ccc(CC(NC(C)=O)C(=O)N2CCN(C(=O)Nc3ccc(Cl)cc3)CC2)cc1OC (stereo unspecified)	55.2*	-3.1	5.6	3.8	-3.4	9.0	5.9	-3.3	2.7
42	Cc1c(Cl)cccc1NC(=O)CN(C1CCCCC1)S(C)(=O)=O	-0.6	0.2	16.0	-0.9	7.1	6.1	-13.9	-1.6	11.1
43	CCOc1ccccc1N(CC(=O)OC)S(C)(=O)=O	-0.8	-6.1	24.5	.	1.4	-0.8	4.9	-2.9	3.3
44	O=C(C[C@H]1C/C=C\CC[C@@H](Cc2ccc(F)cc2)C(=O)OC[C@H]2CCCN2C1=O)N[C@@H](CO)Cc1ccccc1	0.4	2.0	16.1	-0.7	21.9	9.9	-7.0	-3.1	24.5
45	O=C(NCCc1ccccc1C(F)(F)F)C1CCC(=O)N(CCCN2CCCC2=O)C1 (stereo unspecified)	-0.9	-0.4	0.2	0.0	-9.4	4.7	2.4	-0.1	-10.4
46	COc1ccc(CN(CC(=O)NCC2CCCO2)C(=O)CNS(=O)(=O)c2ccc(C)cc2)cc1 (stereo unspecified)	-4.0	-0.5	3.6	4.5	0.9	-2.1	-15.3	-2.9	-5.3
47	CCOc1cc(C(=O)N(CC)CC(=O)Nc2c(F)cccc2F)ccc1OCC(=O)N1CCCCC1	-1.2	-6.9	4.0	1.8	-28.4	-25.1	-10.5	-1.4	-23.5
48	Cc1cc(NS(=O)(=O)c2ccc(NC(=O)c3ccco3)cc2)nc(C)n1	1.8	-0.8	14.2	-1.7	13.7	13.3	6.2	3.5	11.1
49	c1csc(CNc2ncnc3ccc(-c4ccoc4)cc23)c1	-0.1	-3.5	2.9	-18.6	4.2	5.4	1.0	-0.7	38.9
50	Cc1[nH]c2c(C)cccc2c1CC(=O)O	4.3	-0.8	3.1	1.3	-7.4	3.9	6.6	-1.4	-8.7
51	O=C(Nc1ccc(Cl)c(Cl)c1)c1cccc(S(=O)(=O)NCc2cccnc2)c1	103.9*	0.7	-5.6	10.6*	30.5	13.5	11.5	-5.6	21.3
52	O=C(CCSc1ccccc1)N1CCOCC1	-0.8	0.3	2.7	3.2	12.5	-1.8	7.9	0.4	3.6
53	CCOC(=O)CN1C(=O)C(=O)N(Cc2ccccc2F)C1=O	0.5	-0.8	5.6	6.9	20.9	15.4	3.9	0.3	15.6
54	COc1ccc(C(=O)NCCN2CCN(C(=O)c3ccc(OC)c(OC)c3)CC2)cc1OC	-1.3	0.5	22.4	-1.5	11.3	-0.6	5.2	-1.9	4.4
55	O/N=C1\CC/C(=N\O)c2nn(-c3ccccc3Cl)nc21	-0.6	-0.3	13.9	0.3	8.3	12.0	13.1	-0.6	1.9
56	c1ccc(-c2cc3c(nn2)CCc2nonc2-3)cc1	1.6	-2.7	14.4	2.4	2.1	-12.8	-1.9	-0.9	18.7
